aSyn UTR inh – MLPCN primary screen, SNCA 5' untranslated region. inhibition, % (tested at 7.5 µM). AID 1813. alpha-synuclein 5'UTR reporter, inhibitor activity. 0.82% of 300,000 active; in the data active means inhibition above about 60%; inconclusive means no clear call, values can overlap the other calls;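 further: H4 neuroglioblastoma cells stably carrying SNCA 5'UTR luciferase fusion; 0% = DMSO wells and 100% = positive control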
HSF1 inhib – HSF1 inhibition; NIH3T3-HGL HSE-luciferase, MG132-induced, luminescence 8 h; stronger effect = lower value; activity change, negative = inhibition, % at 7.5 µM (by protocol); 0.77% of 300,000 active; AID 2098;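 active means more than half of replicate wells show activity change below -50%, luminescence cut by over half; inconclusive means some wells, but at most half, below -50%; inactive means no replicate well below -50%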;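 further: luciferase reports HSF-1 transcriptional activity via heat shock element; 0% = median of DMSO wells and -100% = zero luminescence signal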
HSF1 activator – increases HSF-1 driven luciferase reporter signal; NIH3T3-HGL HSF-1 luciferase reporter, MG132, 8 h; 100% = twice DMSO control signal; activation, % at 9 µM; 1.7% of 300,000 active; AID 504408;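 active means mean replicate activation of at least 50% with a set share of replicates each reaching 50%; inconclusive means only one of those two conditions met; inactive means mean below 50% and too few replicates reaching it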;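 further: 0% = median of the neutral control wells and 100% = twice that signal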
GSK3 alpha inh – blocks human GSK-3 alpha kinase; P49840; ADP-Glo luminescence, 60 min; inhibition, % at 10 µM; 0.1% of 320,000 active; AID 2650;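 in the data active means inhibition above about 50%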;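 further: GST-tagged GSK-3 alpha with peptide substrate and 25 µM ATP; 0% = DMSO neutral wells and 100% = GW8510 positive control wells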
Target sequence (P49840 whole entry, looked up): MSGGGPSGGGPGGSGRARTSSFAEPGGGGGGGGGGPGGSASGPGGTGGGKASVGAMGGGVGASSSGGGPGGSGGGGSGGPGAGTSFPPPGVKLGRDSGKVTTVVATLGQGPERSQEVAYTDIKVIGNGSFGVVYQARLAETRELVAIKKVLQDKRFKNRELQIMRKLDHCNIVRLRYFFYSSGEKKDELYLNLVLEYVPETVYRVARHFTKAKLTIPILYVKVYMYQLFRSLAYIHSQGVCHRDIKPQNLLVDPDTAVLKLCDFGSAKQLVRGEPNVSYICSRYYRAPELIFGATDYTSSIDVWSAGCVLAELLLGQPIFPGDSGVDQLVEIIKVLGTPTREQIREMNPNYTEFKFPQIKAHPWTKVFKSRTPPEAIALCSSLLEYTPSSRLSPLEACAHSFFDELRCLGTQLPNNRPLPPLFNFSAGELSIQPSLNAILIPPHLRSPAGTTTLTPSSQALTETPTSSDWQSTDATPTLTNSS
HIF activator – HIF pathway transcriptional activation; AID 1910; activation, % at 7.5 µM (by protocol); U2OS HRE-luciferase reporter, luminescence; normalized: DMSO 0%, desferrioxamine 100%; 0.32% of 300,000 active;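 active means mean activation of at least 10% of the iron chelator positive control signal, with at least half of replicates also reaching 10%; inconclusive means mean and replicate majority disagree about reaching 10%; inactive means mean and most replicates under 10%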
IEC-6 tox – kills IEC-6 intestinal cells in KLF5 counter-screen. IEC-6 cytotoxicity, luminescence viability. inhibition, % at 5 µM. 0.78% of 290,000 active. AID 1825; in the data active means inhibition above about 22%;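 further: 0% = plate median of test compound wells and 100% = cytotoxic reference compound wells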
KLF5 inh – inhibitors of KLF5 expression; DLD-1 KLF5 promoter-luciferase reporter, luminescence; inhibition, % at 5 µM; 0.23% of 290,000 active; AID 1700;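 active means inhibition above a per-plate limit of that plate's mean compound inhibition plus 3 SD, cut at about 60% in these data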;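 further: 0% = DMSO wells and 100% = LY294002 at 200 µM; higher means less KLF5 promoter-driven luciferase light; inactives centre near -14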
AI-2 QS mod – modulates the Vibrio harveyi AI-2 quorum sensing system; activity change, % at 7.5 µM; Vibrio harveyi JMH597 AI-2 luminescence/OD600 ratio, 9 h; stronger effect = lower value; strain lacks LuxN and CqsS sensors; 0 = neutral-control median; 0.4% of 300,000 active; in the data active means activity change below about -75%, passing the limit was not always enough; inconclusive means no clear call, values can overlap the other calls;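 further: luminescence divided by OD600 gain over 9 h not by final OD600 alone; inactives centre near 13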
HSP90 refold inh – HSP90 refolding inhibition in rabbit reticulocyte lysate. inhibition, % at 5.6 µM. 0.91% of 290,000 active. luciferase refolding luminescence, 3 h. AID 1789;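 active means inhibition above the screen-wide mean plus 3 SD, computed separately per campaign, cut at about 16% in these data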;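 further: 0% = DMSO wells and 100% = 60 µM geldanamycin wells; inhibitors lower the luminescence because luciferase stays unfolded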
GSK3beta inhib – human GSK3beta kinase inhibition | P49841 | GST-GSK3beta kinase, ADP-Glo luminescence, 60 min; stronger effect = lower value | activity score (negative = inhibition), % at 10 µM | 0.038% of 300,000 active | AID 2097;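 active means more than half of replicate wells score below -50%, meaning over 50% inhibition versus plate controls; inconclusive means some replicates but at most half score below -50%; inactive means no replicate scores below -50%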;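 further: 0% = median DMSO wells and -100% = median GW8510 positive control wells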
Target sequence (P49841 whole entry, looked up): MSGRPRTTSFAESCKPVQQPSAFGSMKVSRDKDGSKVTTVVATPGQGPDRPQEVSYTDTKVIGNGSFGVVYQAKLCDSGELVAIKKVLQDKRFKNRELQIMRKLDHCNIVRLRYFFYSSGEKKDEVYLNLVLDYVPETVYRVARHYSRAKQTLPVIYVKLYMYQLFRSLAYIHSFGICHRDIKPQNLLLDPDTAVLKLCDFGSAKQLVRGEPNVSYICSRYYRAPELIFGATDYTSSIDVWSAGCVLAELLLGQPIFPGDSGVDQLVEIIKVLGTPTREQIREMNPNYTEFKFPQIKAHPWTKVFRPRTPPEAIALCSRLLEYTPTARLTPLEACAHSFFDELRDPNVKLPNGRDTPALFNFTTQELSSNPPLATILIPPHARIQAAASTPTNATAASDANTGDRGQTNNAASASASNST
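test system = GST-tagged human GSK3beta kinase, cell-free | reagent = 25 µM ATP with peptide substrate | dosing = one dose of 10 µM per compound | schedule = 60 min reaction, RT | detection = luminescent ADP-Glo measurement of ADP formed | control set = DMSO neutral wells and GW8510 at 20 µM as positive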
* marks the source's active call; other numbers are inactive results; u = inconclusive; x = not tested or not shown. Compounds as they come, and some 4.7% of all compounds hit somewhere here.

(1) O=C(NCc1cccs1)C1CCC(CNS(=O)(=O)c2cccs2)CC1 (centres undefined)
(2) O=S(=O)(Nc1ccccc1)c1cccc2nsnc12
(3) COCCN1CCN(C(=O)C2CCC(=O)N(Cc3ccccc3OC)C2)CC1 (centres undefined)
(4) N#CCSc1nnc(-c2ccccc2)c(-c2ccccc2)n1
(5) N/C(=N\OC(=O)CSc1ccccc1)c1ccc([N+](=O)[O-])cc1
(6) Cc1cc(NC(=O)c2cccc(F)c2)ncc1NC(=O)c1ccco1
(7) CCOC1=C/C(=C/c2c(N)n3nc(CC(=O)N4CCCCC4)sc3nc2=O)C=CC1=O
(8) COc1ccccc1CN(C)C(=O)c1ccc2c(c1)NC(=O)CS2
(9) COc1ccc(NC(=S)NC(NC(=O)c2cccc(Cl)c2)C(Cl)(Cl)Cl)c([N+](=O)[O-])c1 (centres undefined)
(10) COc1ccc(C2/C=C\CN(Cc3ccco3)CC(=O)N2Cc2ccc(F)cc2)cc1 (centres undefined)
assay / entry	1	2	3	4	5	6	7	8	9	10
aSyn UTR inh	-9	6	4	9	-121	-61	5	31	5	14
HSF1 inhib	-1	-27	4	-2	x	21	-8	-4	x	3
HSF1 activator	4	-41	16	-5	x	44	-1	-29	x	x
GSK3 alpha inh	0	-2	0	1	1	5	-3	2	x	-2
HIF activator	-0.5	-0.5	0.1	0.6	1.6	3.8	-0.1	-31	-0.4	1.2
IEC-6 tox	-2	-8	0	0	1	5	-5	1	0	x
KLF5 inh	-4	-44	-2	-39	-50	-104	-9	13	-30	x
AI-2 QS mod	0	23	9	21	15	9	58	4	12	20
HSP90 refold inh	6	-2	-1	7	-2	5	0	1	-1	x
GSK3beta inhib	1	0	1	0	-2	2	1	1	1	0

(11) Cn1cc(CN2CCC(C(=O)N3CCCC3)CC2)c(-c2ccccc2F)n1
(12) Cc1cc(Cl)ccc1OCCCC(=O)NCCN1C(=O)S/C(=C\c2cccnc2)C1=O
(13) Cc1ccc(-n2c(C)nn(CCOc3ccccc3)c2=O)cc1
(14) Cc1ccccc1C(=O)c1c[nH]c(C(=O)NCC2CCCO2)c1 (centres undefined)
(15) CC(C)Oc1ccc(CC(=O)NNC(=S)Nc2ccc(Br)cc2)cc1
(16) Cc1cc(C)c(S(=O)(=O)N2CCCC(C(=O)NCc3ccccn3)C2)c(C)c1 (centres undefined)
(17) CCOc1ccc(C(C)=O)cc1N1C(=O)C2C3C=CC(C3=C(C)C)C2C1=O (centres undefined)
(18) O=c1[nH]nc(SCc2nnc(-c3ccc([N+](=O)[O-])cc3)o2)n1C1CCCCC1
(19) CC1(C)N([O-])C2=C(c3ccccc3C2=O)[N+](=O)C1(C)C
(20) CCOC(=O)c1nn2c(C(F)(F)F)cc(-c3ccc(OC)cc3)nc2c1Br
assay / entry	11	12	13	14	15	16	17	18	19	20
aSyn UTR inh	-6	-57	-104	-7	2	-8	-9	-1	-4	-5
HSF1 inhib	-2	13	11	-6	2	3	-4	2	2	-4
HSF1 activator	1	41	23	3	-5	4	3	-7	6	2
GSK3 alpha inh	-2	-1	-5	-1	-1	-1	-4	4	0	1
HIF activator	0.3	0.5	2.8	0.4	-1.9	0.1	0.2	0.0	-0.2	-0.1
IEC-6 tox	-9	2	0	3	3	-4	3	2	-9	-4
KLF5 inh	-8	-27	-75	-30	-16	0	-25	-3	-39	-29
AI-2 QS mod	1	32	21	5	24	9	11	17	3	21
HSP90 refold inh	0	1	-1	-1	2	-4	4	2	-2	-2
GSK3beta inhib	3	3	5	0	0	1	4	-2	2	4

(21) CCn1c(COc2ccccc2C)nnc1SCC(=O)N1CCCCC1
(22) O=C(NCc1nc(-c2ccc(C(F)(F)F)cc2)no1)Nc1ccc(OC(F)(F)F)cc1
(23) COc1cccc(Nc2nnc(SCc3cc([N+](=O)[O-])cc4c3OCOC4)s2)c1
(24) CC(C)(C)N(Cc1ccccc1)C(=O)CCc1ccccc1
(25) Cc1ccc(C(=O)N(CC(=O)Nc2ccc(Cl)c(Cl)c2)Cc2ccco2)cc1
(26) C/C(=N\NC(=O)c1ccc(CN2CCOCC2)cc1)c1ccc(NC(=O)c2ccccc2)cc1
(27) CCOC(=O)c1ccc(N2C(=O)C=C(N3CCOCC3)C2=O)cc1
(28) CCOc1ccc(-c2[nH]ncc2-c2ccc(Cl)cc2)c(O)c1
(29) CC(=O)NC1C(=O)Nc2c1cccc2C(F)(F)F (centres undefined)
(30) C=CCNc1nc(-c2sc(NC(=O)CC)nc2C)cs1
assay / entry	21	22	23	24	25	26	27	28	29	30
aSyn UTR inh	17	20	21	-10	2	-77	0	48	-34	8
HSF1 inhib	1	-1	12	-8	1	18	4	10	4	-4
HSF1 activator	-10	24	16	-8	-3	19	4	2	1	-11
GSK3 alpha inh	0	-3	5	-2	0	-2	-3	1	-2	7
HIF activator	0.1	-0.9	0.0	-0.1	-0.2	1.3	-4.0	0.9	-0.8	1.0
IEC-6 tox	-3	-3	2	3	3	10	4	16	-1	1
KLF5 inh	-25	-27	5	-12	-39	-141	1	-20	0	-9
AI-2 QS mod	5	18	16	16	4	1	38	104	21	4
HSP90 refold inh	-2	-7	3	5	0	2	0	-5	0	2
GSK3beta inhib	0	-2	1	0	0	9	1	0	2	1

(31) COc1ccc(NC(=O)CSc2nc(N)c3cc4c(nc3n2)CC(C)(C)OC4)cc1
(32) N#CC1=C(N)OC2=C(CC/C2=C\c2ccccc2Cl)C1c1ccccc1Cl (centres undefined)
(33) CC(Oc1cc2oc(=O)c3c(c2cc1Cl)CCC3)C(=O)NCCN1CCOCC1 (centres undefined)
(34) COc1ccc(NC(=O)NN2CCN(C)CC2)cc1
(35) CN(CC1CCCN(CCc2cccc(C(F)(F)F)c2)C1)C(=O)c1cc2ccccc2o1 (centres undefined)
(36) CCCCOC(=O)Nc1cccc(C(C)=O)c1
(37) COc1ccc(-c2cnnc(N/N=C/c3ccc(O)c(O)c3)n2)cc1
(38) CCCC(C)NC(=O)c1ccccc1SC (centres undefined)
(39) Cc1cc(C)nc(S/C=C/C(=O)c2ccc(F)cc2)n1
(40) Cc1c(O)ccc(C(=O)CN2CCN(c3ccccc3)CC2)c1O
assay / entry	31	32	33	34	35	36	37	38	39	40
aSyn UTR inh	-49	-13	10	1	8	-59	-90	0	-40	4
HSF1 inhib	0	3	0	-5	-5	8	-5	-4	13	1
HSF1 activator	-2	9	4	5	8	18	-15	1	24	-5
GSK3 alpha inh	0	2	-4	-2	x	0	1	2	-3	-5
HIF activator	0.6	0.3	-0.6	0.2	-11	0.4	4.2	0.0	0.5	0.3
IEC-6 tox	-2	2	-3	-2	7	4	0	-1	4	-10
KLF5 inh	-37	-10	-44	-32	-4	-27	14	-9	8	-11
AI-2 QS mod	5	32	8	12	23	29	18	22	20	17
HSP90 refold inh	3	1	-6	-6	6	2	-5	0	3	-6
GSK3beta inhib	1	-1	2	-3	-5	1	2	0	-2	-22

(41) O=C(O)c1ccc2nc(-c3ccccc3)c(-c3ccccc3)nc2c1
(42) CC(C(=O)Nc1ccc2c(c1)OCCO2)c1ccc([N+](=O)[O-])cc1 (centres undefined)
(43) O=C(C(c1ccccc1)c1ccccc1)N1CCN(c2ccccn2)CC1
(44) O=C(CCNc1cccc(Cl)c1)c1ccco1
(45) CCc1nc2ccc(C(=O)NCCc3ccc(OC)cc3)cc2nc1CC
(46) CC(C(=O)NC1CCCCCC1)c1ccc([N+](=O)[O-])cc1 (centres undefined)
(47) COc1ccccc1N1C[C@@H]2C[C@@H](c3ccco3)N3CCC[C@@]23C1=O
(48) CCOC(=O)c1[nH]c(C)c(C(=O)NC2CCCCC2)c1C
(49) O=C1CC(c2ccc(F)cc2)Sc2ccccc2N1 (centres undefined)
(50) c1coc(CNc2ncnc3nc[nH]c23)c1
(51) CCC(=O)Nc1cccc(-c2nc3ccccc3o2)c1
assay / entry	41	42	43	44	45	46	47	48	49	50	51
aSyn UTR inh	-93	29	-29	-18	-138	-1	5	11	15	-1	-47
HSF1 inhib	u	6	-7	11	21	-6	7	0	-5	-6	-23
HSF1 activator	-54	2	7	13	34	3	4	-3	-3	-11	-34
GSK3 alpha inh	-2	-2	1	-2	-1	x	-1	-3	0	1	2
HIF activator	2.8	-0.4	-0.6	0.4	3.7	0.1	0.4	0.2	1.6	0.3	0.8
IEC-6 tox	-9	-6	0	-4	12	-4	-7	6	1	2	7
KLF5 inh	-19	-22	-27	-16	-17	-9	-17	-40	-8	-1	-39
AI-2 QS mod	29	19	20	-17	36	7	15	26	13	24	9
HSP90 refold inh	42*	-5	0	0	-1	1	-2	2	2	0	8
GSK3beta inhib	2	3	4	-1	2	-1	-21	3	-1	1	3

Single records (already shown). Values in the order: aSyn UTR inh | HSF1 inhib | HSF1 activator | GSK3 alpha inh | HIF activator | IEC-6 tox | KLF5 inh | AI-2 QS mod | HSP90 refold inh | GSK3beta inhib
O=C(C(c1ccccc1)c1ccccc1)N1CCN(c2ccccn2)CC1 is listed with -29 | -7 | 7 | 1 | -0.6 | 0 | -27 | 20 | 0 | 4
CCc1nc2ccc(C(=O)NCCc3ccc(OC)cc3)cc2nc1CC is listed with -138 | 21 | 34 | -1 | 3.7 | 12 | -17 | 36 | -1 | 2
CCC(=O)Nc1cccc(-c2nc3ccccc3o2)c1 is listed with -47 | -23 | -34 | 2 | 0.8 | 7 | -39 | 9 | 8 | 3

Assay outcomes deposited in PubChem BioAssay by several laboratories.
